TSHR antag: blocks TSH signaling through the human TSH receptor; AID 504810; activity change, negative = inhibition, % at 11.5 µM; P16473; hit rate 0.2% among 330,000; TSHR-expressing cells, TSH-stimulated cAMP HTRF, 2 h; stronger effect = lower value;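 active means activity change below a set negative limit, meaning inhibition stronger than a set level, cut at about -70% in these data; inconclusive means activity change between two set negative limits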; further: on the % scale 0 is the no-effect control and ±100 the full control effect
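Antagonism was scored as loss of TSH-driven cAMP in TSHR cells, stimulated with 4nM TSH (EC80) for 2 hours at 37 deg C and detected by homogeneous HTRF competition immunoassay.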
ELG1 DNA repair: blocks ELG1-dependent DNA repair in HEK293T cells; hit rate 2.3% among 330,000; Potency, µM (top dose mostly 46.1 µM), without a hit: top-dose activity change, negative = inhibition, usual class: inhibitors; AID 504467; HEK293T ELG1-luciferase reporter, luminescence, 16 h; DNA damage induced by 5-fluorouridine; further: potency means the concentration at half of the fitted maximal effect; on the % scale 0 is the no-effect control and ±100 the full control effect; nearly all actives have a fitted effect of over 55% in size
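In this reporter screen, reduction of luminescence relative to DMSO vehicle indicated activity. Compounds and 5-fluorouridine were added together to 2,000 cells per well, incubated for 16 hr at 37 °C, then developed with ONE-Glo.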
TSG101-PTAP inh: blocks PTAP/TSG101 interaction to inhibit HIV-1 budding; Q99816; Potency, µM (series often up to 115 µM), for the others: at the top dose activity change, negative = inhibition, hits mostly inhibitors; Fluorescence polarization, FITC-PTAP peptide / Tsg101 binding; 340,000 tested, under 10 active; AID 493005; active means well fitted inhibition curve with a large enough effect in the main read-out, with a control signal flat, not every such curve was filed as active; inconclusive means small, poorly fitted or top-dose-only effect, or effect the other way, or a change in a side signal; inactive means no such curve, though single readings can be large or run the other way; further: potency means the concentration at half of the fitted maximal effect; % of control where 0% means no effect
Target sequence (Q99816 whole entry, looked up): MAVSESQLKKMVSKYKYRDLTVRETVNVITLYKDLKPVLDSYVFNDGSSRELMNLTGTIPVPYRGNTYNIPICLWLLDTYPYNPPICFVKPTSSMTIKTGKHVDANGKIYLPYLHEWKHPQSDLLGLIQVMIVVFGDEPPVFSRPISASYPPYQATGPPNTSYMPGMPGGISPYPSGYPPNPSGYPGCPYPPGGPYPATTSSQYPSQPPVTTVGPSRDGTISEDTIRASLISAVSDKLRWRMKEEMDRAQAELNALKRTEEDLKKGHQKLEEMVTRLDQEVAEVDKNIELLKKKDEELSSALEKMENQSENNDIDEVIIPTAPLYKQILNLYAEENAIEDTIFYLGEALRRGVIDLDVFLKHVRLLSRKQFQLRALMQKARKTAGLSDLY
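Compounds were pin-transferred onto Tsg101 binding domain (10 uM final) in HEPES pH 7.5 buffer, then FITC-PTAP peptide was added at 50 nM final. After 20 min at RT, polarization reported peptide displacement across a qHTS concentration series.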
Eya2 inh: inhibitors of human Eya2 phosphatase activity; O00167; recombinant Eya2, OMFP fluorescence dephosphorylation (OMFP is methylfluorescein phosphate); Potency, µM (top dose mostly 76.9 µM), for the others: top-dose activity, negative = inhibition, usual class: inhibitors; hit rate 0.006% among 330,000; AID 488837; further: potency means the concentration at half of the fitted maximal effect; on the % scale 0 is the no-effect control and ±100 the full control effect
Target sequence (O00167 whole entry, looked up): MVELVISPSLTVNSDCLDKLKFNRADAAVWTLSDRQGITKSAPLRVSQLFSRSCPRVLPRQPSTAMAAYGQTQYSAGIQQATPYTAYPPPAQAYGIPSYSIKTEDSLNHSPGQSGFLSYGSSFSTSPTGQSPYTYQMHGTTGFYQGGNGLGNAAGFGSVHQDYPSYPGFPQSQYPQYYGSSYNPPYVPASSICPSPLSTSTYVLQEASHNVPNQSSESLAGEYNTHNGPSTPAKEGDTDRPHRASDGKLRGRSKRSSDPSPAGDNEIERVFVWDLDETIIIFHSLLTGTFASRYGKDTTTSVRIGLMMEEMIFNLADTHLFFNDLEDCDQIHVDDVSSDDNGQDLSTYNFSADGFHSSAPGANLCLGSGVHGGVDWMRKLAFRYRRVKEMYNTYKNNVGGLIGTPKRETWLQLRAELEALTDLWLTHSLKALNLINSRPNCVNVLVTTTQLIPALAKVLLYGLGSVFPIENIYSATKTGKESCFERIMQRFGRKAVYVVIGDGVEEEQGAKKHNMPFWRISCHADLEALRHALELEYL
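Eya2 (0.2 uM) preincubated 10 min at ambient with compound, then OMFP substrate added at 50 uM; 10 min reaction in 50 mM HEPES pH 7.5, 50 mM NaCl, 5 uM MgCl2, 0.05% BSA, 1 mM DTT. Fluorescence read at Ex 485/Em 525 nm.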
a7 integrin act: activators of alpha7 integrin expression for muscular dystrophy. Potency, µM (titrated, usually from 38.3 µM), without a hit: at the highest dose activation, most hits filed as activators. alpha7betagal myoblasts, beta-gal FDG fluorescence, 48 h. hit rate 0.064% among 350,000;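 further: potency means the concentration at half of the fitted maximal effect; 100% = response of the positive control SU9516; nearly all actives have a fitted effect of over 60% in size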
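alpha7betagal+/- myoblasts (passage 13, 250/well) treated 48 h at 37C with compounds at 1:260 dilution of DMSO stock. Lysed, then beta-galactosidase activity read as FDG fluorescence (ex 480/em 540) after 30 min, with pre-read for autofluorescence.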
Chronic BCR inh: inhibitors of chronic active B-cell receptor signaling; ABC-DLBCL IkBa-CBG/CBR reporter, luminescence ratio, 4 h; Potency, µM (titrated, usually from 46.1 µM), without a hit: at the top dose ratio change, negative = lower green/red ratio, actives largely listed as inhibitors; hit rate 0.05% among 340,000; AID 493014; active means well fitted inhibition curve with a large enough effect in the signal ratio, with a control signal flat, not every such curve was filed as active; inconclusive means small, poorly fitted or top-dose-only effect, or effect the other way, or a change in a side signal; the % refers to the signal ratio;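 further: potency means the concentration at half of the fitted maximal effect; plate controls were basal doxycycline-induced cells for no effect and cells given 10 µM MG132 for full effect; MG132 reads +100%, hits lower the ratio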
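TMD8 human ABC-DLBCL cells with doxycycline-inducible IκBα–green luciferase fusion and unfused red luciferase, in 0.5% FBS medium; compounds up to 46 uM, 4 h at 37C. Green/red luminescence ratio, filter-overlap corrected, fitted to concentration-response curves.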
TCR activator: activates T cell receptor signaling. primary human leukocytes, anti-CD3, IL-2 HTRF, 48 h. Potency, µM (series often up to 9.22 µM), inactives show at the top dose activation of IL-2 secretion, actives largely listed as activators. 330,000 tested, under 10 active. AID 504894; further: % of control where 0% means no effect
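IL-2 release read by HTRF sandwich (Eu cryptate donor, d2 acceptor, 665 nm emission) after 48 hr exposure of primary human leukocytes to compound together with anti-CD3 beads in the absence of co-stimulatory signals.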
Tb PFK block: blocks T. brucei phosphofructokinase; hit rate 0.17% among 330,000; T. brucei PFK, ADP-Glo luminescence; Potency, µM (top dose mostly 57.5 µM), for the others: at the highest dose activity, negative = inhibition, most hits filed as inhibitors; AID 485367; O15648;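 further: potency means the concentration at half of the fitted maximal effect; 0% = uninhibited 1x PFK enzyme wells and -100% = no-enzyme wells; nearly all actives have a fitted effect of over 60% in size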
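Activity is normalized to no-enzyme wells (full inhibition) and 1.25 nM enzyme wells (no inhibition). Reaction: 0.5 mM F6P, 0.1 mM ATP, 45 min RT, ADP-Glo luminescence; concentration-response curves fitted and classed by quality.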
Mito fusion act: blocks mitochondrial division or promotes mitochondrial fusion. S. cerevisiae fusion-defective mutant growth rescue, CellTiterGlo 48 h. Potency, µM (doses to about 46.1 µM), inactives show at the highest dose growth rescue (activation), actives largely listed as activators. hit rate 0.23% among 320,000. AID 485298;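 further: potency means the concentration at half of the fitted maximal effect; % of control where 0% means no effect; nearly all actives have a fitted effect of over 45% in size; temperature-sensitive fusion mutants such as fzo1-1 at 37 °C on non-fermentable ethanol glycerol medium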
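S. cerevisiae fusion-defective temperature-sensitive mutants (e.g. fzo1-1, mgm1-5) grown 48 h at 37C in YPEG (ethanol/glycerol non-fermentable) medium with 23 nl compound per well; growth rescue read as CellTiterGlo luminescence.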
S-ASM inh: human S-ASM enzyme inhibition. placental ASM, HMU-PC fluorogenic substrate, 60 min. P17405. hit rate 0.006% among 340,000. Potency, µM (highest dose often 57.5 µM), for the others: top-dose activity change, negative = inhibition, actives largely listed as inhibitors; further: potency means the concentration at half of the fitted maximal effect
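Human placenta-derived ASM preincubated with compound 10 min at room temperature, then reacted with 9 uM (final) fluorogenic HMU-PC substrate for 60 min at 37 C. Stop solution raises pH to 10; fluorescence read at Ex 386/Em 447 nm.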
A-T KAP1 phos: candidate therapy for ataxia-telangiectasia; hit rate 0.19% among 320,000; AID 485349; Potency, µM (doses to about 57.5 µM), inactives show top-dose activation, actives largely listed as activators; […] A-T fibroblasts, KAP-1 phosphorylation AlphaLISA; neocarzinostatin DNA damage 30 min before lysis; further: potency means the concentration at half of the fitted maximal effect; % of control where 0% means no effect; nearly all actives have a fitted effect of over 45% in size
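ATM-like activity read as KAP-1 phosphorylation via AlphaLISA donor/acceptor antibody pairs after lysis and 6 hr at 25C. Cells were ATM-null patient fibroblasts ([…], hTERT), dosed 60 min, then exposed to the DSB inducer NCS for 30 min.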
The depositor's hits bear a star; ? = inconclusive; / = not tested or not shown; [ ] = remark or other dose. Unless noted, the call rests on the fitted dose curve; in most records, active means well fitted curve in the direction sought with a large enough effect; inconclusive means small, poorly fitted or top-dose-only effect, or another doubt; inactive means no such curve, though single readings can be large; an effect the other way counts as inactive or inconclusive.

Codes – A = TSHR antag; B = ELG1 DNA repair; C = TSG101-PTAP inh; D = Eya2 inh; E = a7 integrin act; F = Chronic BCR inh; G = TCR activator; H = Tb PFK block; I = Mito fusion act; J = S-ASM inh; K = A-T KAP1 phos
CCOc1ccc(NC(=S)NC(C)C(c2ccccc2)N2CCN(C)CC2)cc1 (stereo not drawn)
  A: -1; B: -11%; C: 0%; D: -6%; E: -19%; F: ?; G: 1%; H: 4%; I: 0%; J: 1%; K: 6%

Cc1cc(OC(C)C(=O)N(Cc2cccs2)C2CCS(=O)(=O)C2)ccc1Cl (stereo not drawn)
  A: -4; B: -4%; C: -7%; D: 4%; E: 18%; F: -2%; G: 2%; H: 1%; I: 4%; J: -1%; K: 2%

CC(NC(=O)CCn1nc(-c2ccc(Cl)cc2)ccc1=O)c1ccccc1 (stereo not drawn)
  A: -10; B: ?; C: -4%; D: 0%; E: -13%; F: -2%; G: -5%; H: -4%; I: -1%; J: 0%; K: 7%

Cc1cc(O)c(C(=O)Cc2csc(C)n2)c(O)c1
  A: -2; B: ?; C: -2%; D: -5%; E: 0%; F: ?; G: -1%; H: 1%; I: -5%; J: 0%; K: -1%

CCCCN1CCCCC1C(=O)Nc1c(C)cccc1C (stereo not drawn)
  A: -1; B: 9%; C: -3%; D: 25%; E: /; F: 5%; G: -1%; H: 5%; I: 0%; J: 8%; K: -7%

Cc1ccc2c(c1)N(CC(=O)N1CCc3ccccc3C1)C(=O)CO2
  A: -5; B: 0%; C: -2%; D: -5%; E: -10%[7.66 µM]; F: -2%; G: /; H: -2%; I: 6%; J: 2%; K: 3%

CC1CCc2cc(F)ccc2N1C(=O)C1(C)CC1(Cl)Cl (stereo not drawn)
  A: -9; B: -2%; C: -4%; D: -5%; E: 2%; F: -6%; G: 19%; H: -3%; I: 2%; J: -1%; K: 0%

COc1ccccc1-n1cn[nH]c1=S
  A: 3; B: 16%; C: -3%; D: 6%; E: 4%; F: ?; G: -3%; H: 4%; I: -2%; J: 1%; K: 5%

Cc1cccn2c(=O)nc(SCC(=O)c3ccccc3)nc12
  A: /; B: ?; C: -1%; D: -19%; E: -9%; F: ?; G: 1%; H: -3%; I: 0%; J: 1%; K: 1%

CC(Sc1nc(-c2ccccc2)cc(C(F)(F)F)n1)C(=O)Nc1sc2c(c1C(N)=O)CCC2 (stereo not drawn)
  A: 1; B: -17%; C: 1%; D: -5%; E: 20%; F: -1%; G: 1%[46.1 µM]; H: -4%; I: 4%; J: 6%; K: -2%

COc1ccc2c(c1)cc(C(=O)N[C@@H](Cc1ccccc1)C(=O)N[C@@H](C)C(=O)O)n2C
  A: -3; B: -3%; C: -7%; D: 6%; E: 16%; F: 0%; G: 6%; H: 1%; I: -6%; J: 0%; K: 1%

CC(=O)C1=C(O)C(=O)N(Cc2ccco2)C1c1cccc(F)c1 (stereo not drawn)
  A: 4; B: -25%; C: -3%; D: 10%; E: 15%; F: 2%; G: /; H: 2%; I: 3%; J: 4%; K: 2%

S=C(Nc1cccc(Cl)c1)Nc1ccc2cn[nH]c2c1
  A: 18; B: ?; C: -4%; D: 4%; E: 1%; F: 7%; G: 4%[46.1 µM]; H: -12%; I: 0%; J: -1%; K: -4%

Cc1c(CC(=O)O)c(=O)oc2cc(OCc3ccc(Cl)cc3)ccc12
  A: -6; B: ?; C: -2%; D: 2%; E: 0%; F: 6%; G: -9%; H: ?; I: 12%; J: 7%; K: -5%

O=C(CNc1ccc(F)cc1)N/N=C1\CCc2ccccc21
  A: 8; B: 16%; C: -1%; D: -12%; E: -10%; F: -1%; G: -3%; H: -17%; I: -2%; J: -2%; K: 8%

COc1ccc(-n2nc(C)c3onc(C)c3c2=O)cc1
  A: -1; B: 24%; C: 0%; D: -14%; E: 1%; F: -2%; G: -4%; H: 0%; I: -12%; J: 10%; K: -4%

Cc1cc(C)c2nc(N3CCCN(C(=O)c4cnccn4)CC3)c(C#N)cc2c1
  A: 14; B: -1%; C: -5%; D: -1%; E: 23%; F: 2%; G: -3%; H: -1%; I: 1%; J: 167%[activator]; K: 24%

Clc1ccc(SCNc2ccccc2Cl)cc1
  A: -7; B: 1%; C: -4%; D: -19%; E: 18%; F: 1%; G: 3%; H: 0%; I: 14%; J: -7%; K: 48%

O=C(Nc1cccc2cccnc12)c1cccc(Cl)c1
  A: 5; B: ?; C: -1%; D: -3%; E: -22%; F: ?; G: 5%; H: -3%; I: -9%; J: -4%; K: 28%

CN(c1ccccc1)S(=O)(=O)c1ccc(C(=O)NCc2ccccc2F)cc1
  A: -4; B: -29%; C: 0%; D: 8%; E: 11%; F: ?; G: 1%; H: 3%; I: 7%; J: 0%; K: 3%

COc1ccc(-c2ccc(-c3nnc(-c4cc(OC)ccc4OC)o3)cc2)cc1
  A: -7; B: ?; C: -7%; D: 16%; E: 10%; F: 0%; G: 0%; H: 1%; I: -4%; J: /; K: 13%

COc1cccc(CNC(=O)C(CC(C)C)NC(=O)c2ccccc2C)c1 (stereo not drawn)
  A: 7; B: 3%; C: -2%; D: -4%; E: 8%; F: -4%; G: 5%; H: 2%; I: 19%; J: 6%; K: ?

COc1ccccc1CCC(=O)N(CCC1=CCCCC1)c1c(N)n(Cc2ccccc2)c(=O)[nH]c1=O
  A: /; B: 2%; C: 1%; D: -21%; E: -29%; F: 3%; G: 5%; H: 7%; I: -2%; J: 1%; K: -8%

COc1ccc(OC)c(N(CC(=O)NC2CCCC2)S(=O)(=O)c2ccc(OC)c(OC)c2)c1
  A: 25; B: ?; C: -1%; D: 4%; E: -4%; F: 4%; G: -1%; H: 0%; I: -3%; J: /; K: -3%

O=C(/C=C/c1cccs1)c1ccc(Br)cc1
  A: -9; B: ?; C: -4%; D: 6%; E: 4%; F: 7%; G: 4%; H: 1%; I: -1%; J: -1%; K: 5%

NCCCNc1ccc([N+](=O)[O-])cc1C(F)(F)F
  A: 2; B: -5%; C: -2%; D: -1%; E: -58%[inhibitor]; F: -9%; G: 2%; H: 0%; I: -3%; J: -9%; K: 2%[11.5 µM]

COc1ccccc1N=Nc1c(C)[nH][nH]c1=O
  A: 2; B: 8%; C: -2%; D: -6%; E: -4%; F: -1%; G: 3%; H: 8%; I: 15%; J: -7%; K: -6%

COc1ccc(C(=O)NCCN2CCOCC2)cc1S(=O)(=O)Nc1ccc(C)cc1
  A: -9; B: 6%; C: 0%; D: 18%; E: 6%; F: -1%; G: -1%; H: -10%; I: 3%; J: -1%; K: 6%

Individual results from the list:
Chronic BCR inh with COc1ccc(-n2nc(C)c3onc(C)c3c2=O)cc1 : -2%
S-ASM inh with COc1ccccc1N=Nc1c(C)[nH][nH]c1=O : -7%

Structural class, those above with a COOH group.
Codes – A = TSHR antag; B = ELG1 DNA repair; C = TSG101-PTAP inh; D = Eya2 inh; E = a7 integrin act; F = Chronic BCR inh; G = TCR activator; H = Tb PFK block; I = Mito fusion act; J = S-ASM inh; K = A-T KAP1 phos
COc1ccc2c(c1)cc(C(=O)N[C@@H](Cc1ccccc1)C(=O)N[C@@H](C)C(=O)O)n2C
  A: -3; B: -3%; C: -7%; D: 6%; E: 16%; F: 0%; G: 6%; H: 1%; I: -6%; J: 0%; K: 1%

Cc1c(CC(=O)O)c(=O)oc2cc(OCc3ccc(Cl)cc3)ccc12
  A: -6; B: ?; C: -2%; D: 2%; E: 0%; F: 6%; G: -9%; H: ?; I: 12%; J: 7%; K: -5%

Bioassay records from PubChem.
